OX1R antag = antagonists of human orexin 1 receptor (OX1R) | 330,000 compounds, 1.8% hits | Orexin/Hypocretin receptor type 1 (Homo sapiens), O43613 | OX1R-expressing cells, FRET antagonist read-out | inhibition, % at 6.6 µM; in the data active means inhibition mostly above about 38%, no sharp cut-off; inactive means mostly below about 40%;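 further: 0% = agonist challenge alone and 100% = reference antagonist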
Target sequence (O43613 whole entry, looked up): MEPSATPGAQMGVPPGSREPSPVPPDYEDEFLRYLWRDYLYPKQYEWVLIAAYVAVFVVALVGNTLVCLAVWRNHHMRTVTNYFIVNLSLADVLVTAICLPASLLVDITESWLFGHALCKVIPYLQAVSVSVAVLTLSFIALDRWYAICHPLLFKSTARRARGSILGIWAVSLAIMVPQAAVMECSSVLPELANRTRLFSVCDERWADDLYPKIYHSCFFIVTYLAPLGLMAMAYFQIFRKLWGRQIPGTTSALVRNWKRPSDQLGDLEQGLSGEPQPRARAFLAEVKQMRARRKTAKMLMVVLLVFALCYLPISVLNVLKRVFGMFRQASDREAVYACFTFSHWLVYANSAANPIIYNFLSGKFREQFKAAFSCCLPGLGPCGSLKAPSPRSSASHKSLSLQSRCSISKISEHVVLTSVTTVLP
STK33 kinase inh = inhibitors of purified STK33 kinase, primary screen, biochemical, ADP-Glo luminescence, homogeneous, cell-free | Serine/threonine-protein kinase 33 (Homo sapiens), Q9BYT3 | MBP phosphorylation | inhibition, % at 10 µM | 320,000 compounds, 0.073% hits;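 active means inhibition at or above 25%, using the most active replicate where run in duplicate; inactive means inhibition below 25%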
Target sequence (Q9BYT3 whole entry, looked up): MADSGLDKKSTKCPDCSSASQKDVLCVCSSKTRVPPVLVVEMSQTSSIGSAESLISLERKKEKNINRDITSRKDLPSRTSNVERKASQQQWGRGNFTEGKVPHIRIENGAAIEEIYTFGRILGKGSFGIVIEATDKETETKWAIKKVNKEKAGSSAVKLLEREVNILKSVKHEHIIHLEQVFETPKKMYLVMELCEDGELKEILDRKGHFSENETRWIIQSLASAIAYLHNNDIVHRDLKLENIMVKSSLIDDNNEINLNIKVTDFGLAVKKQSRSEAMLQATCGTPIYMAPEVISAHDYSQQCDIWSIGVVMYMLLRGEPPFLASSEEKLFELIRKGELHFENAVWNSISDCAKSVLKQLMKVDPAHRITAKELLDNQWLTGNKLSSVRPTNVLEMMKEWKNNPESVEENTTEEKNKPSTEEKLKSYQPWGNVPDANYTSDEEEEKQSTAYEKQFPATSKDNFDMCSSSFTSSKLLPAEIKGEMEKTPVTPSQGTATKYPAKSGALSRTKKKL
Starred values were filed as active, the others as inactive; x = no result given.

smiles	OX1R antag	STK33 kinase inh
COc1cccc(C2C(C(=O)Nc3ccc(C)cc3C)=C(C)Nc3ncnn32)c1OC (configuration not stated)	7	0.1
O=[N+]([O-])c1cc([N+](=O)[O-])c2cccnc2c1O	14	2.5
C=CCn1c(NCc2c[nH]c3ccccc23)nc2ccccc21	9	-1.0
O=S(=O)(c1cccc(Cl)c1Cl)N1CCN(C(=S)NCCCN2CCOCC2)CC1	8	-0.5
CCCc1cc(C(=O)N2CCN(c3ccccc3C)CC2)cs1	7	0.6
O=[N+]([O-])c1cccnc1SCc1c(F)cccc1Cl	24	-0.6
O=C(NCc1ccccc1Cl)C1=CC=CN2CCS(=O)(=O)N=C12	5	-1.2
Cc1ccc(C)c(NC(=O)c2cccc(Oc3ccc([N+](=O)[O-])cc3Cl)c2)c1	9	-0.8
Cc1cc2oc(=O)cc(CN3CCN(S(=O)(=O)c4cccs4)CC3)c2cc1C(C)C	7	-1.1
Cc1cc(NC(=O)CSc2nnc3ccccn23)no1	5	-0.2
CCCCOc1ccc(NC(=S)Nc2cc(C)nc(SCCCC)n2)cc1	-9	-1.8
O=C1NCCCc2nonc21	3	-2.7
CCc1ccc(NC(=O)C(CC)Sc2nc3ccsc3c(=O)n2CCC(=O)O)cc1 (configuration not stated)	-3	-2.0
CCOC(=O)c1cc(S(=O)(=O)NCc2ccc3c(c2)OCO3)cn1C	21	0.9
CCOC(=O)c1ccccc1NC(=S)N1CCC(C(N)=O)CC1	5	-2.0
COc1cc(NC(=O)c2ccccc2)c(OC)cc1NC(=O)CN1CCCCC1	31	0.9
O=C(CCCN1CCC(C(=O)c2ccc(F)cc2)CC1)c1ccc(F)cc1	12	-1.2
O=C1CC(c2ccccc2)Sc2nc(-c3ccccc3)c(-c3ccccc3)n21 (configuration not stated)	19	-1.1
CCn1cc(C(=O)O)c(=O)c2cnc(N3CCN(C(=S)NC(=O)c4ccc(F)c(F)c4)CC3)nc21	17	-1.8
Cc1nnsc1S(=O)c1ccc(Br)cc1 (configuration not stated)	0	-1.6
CCOC(=O)C(=Cc1ccccc1OC)C(=O)OCC	7	2.3
CCOc1cc(/C=C/C(=O)NCCc2ccc(S(N)(=O)=O)cc2)ccc1OCC(C)C	11	0.2
C=CCN1c2ccccc2[C@]23C[C@@H](C(=O)OC)N(C(=O)NC4CCCC4)C2=NC(C(=O)OC)=C(C(=O)OC)[C@H]13	31	0.5
Cc1cc2c3c(c1C)C1(C(=O)N3C(C)(C)CC2C)C(C#N)=C(N)Oc2n[nH]c(C)c21 (configuration not stated)	15	-0.2
COc1cc(/C=C2/C(=O)ON=C2C)cc(Cl)c1O	19	0.6
COc1ccc(/C(C)=N/OCC(=O)N=Nc2c(O)[nH]c3ccc(Br)cc23)cc1	14	-0.3
Cc1ccccc1C(=O)Nc1cccc(N)c1	9	-0.4
CC(C)c1ccc(/C=N/NC(=O)C(=O)NCCCN2CCOCC2)cc1	15	-0.6
CCN(Cc1ccncc1)S(=O)(=O)c1ccc(C(C)=O)cc1	14	-1.3
CN(C(=O)C1CCC(=O)N(CCc2ccc(Cl)cc2)C1)C1CCOCC1 (configuration not stated)	8	-0.3
CC(C)N(CCc1ccncc1)C(=S)Nc1cccc(Cl)c1	11	1.2
CCCCNC(=S)NNC(=O)c1ccc(Br)o1	5	0.0
O=c1cc(-c2ccsc2)oc2cc(-c3ccc4c(c3)OCO4)ccc12	13	-2.3
CCOC(=O)c1c(/N=C/N(C)C)sc(/C=N/Nc2ccccc2)c1-c1ccccc1	19	-0.6
Cc1sc2ncnc(N=Nc3c(O)[nH]c4ccccc34)c2c1C	16	x
CCc1nc2oc3cc(OC)ccc3c(=O)c2c(=O)n1Cc1ccccc1	2	-2.1
CCOc1ccc(NC(=O)c2c(NC(=O)CN3CCCC3)sc3c2CCC3)cc1	-9	-0.6
COc1ccccc1C(=O)N/C(=C/c1ccc(Br)cc1)C(=O)NCCO	38	-0.9
CC1CCCCN1C(=O)C1CCCCN1S(=O)(=O)c1cccc([N+](=O)[O-])c1 (configuration not stated)	27	3.5
C=CCNC(=S)N1CCN(CCN=Cc2c(C)[nH]n(-c3ccc([N+](=O)[O-])cc3)c2=O)CC1	22	-0.2

An excerpt from above in order of their number in STK33 kinase inh, lowest first:
smiles	OX1R antag	STK33 kinase inh
CCN(Cc1ccncc1)S(=O)(=O)c1ccc(C(C)=O)cc1	14	-1.3
CCOc1ccc(NC(=O)c2c(NC(=O)CN3CCCC3)sc3c2CCC3)cc1	-9	-0.6
CCOC(=O)C(=Cc1ccccc1OC)C(=O)OCC	7	2.3

(further entries)
smiles	OX1R antag	STK33 kinase inh
NC(=O)CC(NC(=O)Cc1ccc(Br)cc1)c1ccc(NCCN2CCCC2)c([N+](=O)[O-])c1 (configuration not stated)	27	-1.3
CCOC(=O)N1CCN(C(=O)c2ccc(S(=O)(=O)c3ccc(C)cc3)c(NC(C)=O)c2)CC1	22	-1.2
C=CCN(C(=O)CSc1nc2[nH]ncc2c(=O)n1-c1ccccc1OC)c1ccccc1	16	x
CCOc1ccc(-c2nnn(CC(=O)c3cc(OC)ccc3OC)n2)cc1	10	-0.3
Cc1ccc(/C=N/NC(=O)CNC(=O)c2cccs2)cc1	11	-1.1
Cn1nc(CC(=O)NC2CCCCCC2)c2ccccc2c1=O	6	-1.0
CC(=O)Nc1ccc(S(=O)(=O)NCCN2CCOCC2)cc1	17	-2.0
CN(CCCNC(=O)COc1cc(=O)n(C)c2ccccc12)Cc1ccccc1	3	-0.5
CCCCn1c(N)c(N(CC(C)C)C(=O)C2CCN(C(=O)c3ccc(F)cc3)CC2)c(=O)[nH]c1=O	16	-0.4
Cc1ccc(C(=O)N2CCN(c3ncccn3)CC2)cc1NC1=NC2CS(=O)(=O)CC2S1 (configuration not stated)	14	-0.2
COc1ccc(C(=O)NC(=S)Nc2ccc([N+](=O)[O-])cc2C)cc1OC	9	-0.7
COc1cc2nc(Cl)nc(N3CCN(C)CC3)c2cc1OC	16	-1.0
Cc1ccc(S(=O)(=O)C(C#N)c2nc3ccccc3nc2N2CC(C)OC(C)C2)cc1C (configuration not stated)	16	-0.3
COc1cccc(NC(=S)NCc2cccs2)c1	8	-0.5
CCCCS(=O)(=O)/C=C\C1C2C=CC(C2)C1S(=O)(=O)CCCC (configuration not stated)	9	1.8
CCCC1=NN(C(=O)Cc2ccc(OC)cc2)C(O)(C(F)(F)F)C1 (configuration not stated)	3	-1.8
O=C(CSc1ncnc2c1cnn2-c1ccccc1)Nc1ccccc1	11	-2.7
CC(C)(C)c1ccc(C(=O)C2CCCN(C(=O)C3CCOCC3)C2)cc1 (configuration not stated)	16	-1.6
COc1cccc(CN(C)C(=O)c2cc(COc3ccc4ncccc4c3)on2)c1	40	0.1
CCSc1nc2ccccc2c(=O)n1OCC(=O)OC	3	1.9
N#Cc1ccc(-c2ccc(OCC(=O)NN=Cc3ccncc3)cc2)cc1	14	0.5
C/C(=C\c1ccc(C(=O)O)cc1)c1ccc2c(c1)C(C)(C)CCC2(C)C	1	0.0
COCc1cc(C)nc(N2CCN(Cc3ccccc3)CC2)c1C#N	11	-1.6
COc1ccc(C(=O)N/C(=C\c2ccco2)C(=O)OCc2ccco2)cc1	6	-1.4
O=C(N/C(=C/c1cccnc1)C(=O)N1CCOCC1)c1ccccc1Br	4	-0.9
CCCN(CCC)C(=O)CC(c1ccccc1)c1ccco1 (configuration not stated)	5	-0.8
O=S(=O)(NC1CCCCCC1)c1cccc(Cl)c1	8	-0.4
Cc1sc2ncn(CC(=O)OC(C)C(=O)NC(C)(C)C)c(=O)c2c1C (configuration not stated)	22	-0.3
CC1CCC(NC(=O)CN(C)CC(=O)Nc2ccc(F)cc2)CC1 (configuration not stated)	-1	-1.0
COc1ccc(OCC(=O)Nc2ccc3c(c2)nc(CCN2CCC(C)CC2)n3C)cc1	8	-0.4
COc1cccc(NC(=O)CSc2nc(=O)n(CCN(C)C)c3c2CCCC3)c1	26	-0.4
CC1CCCN(S(=O)(=O)c2cccc(C(=O)OCC(=O)N(C)Cc3c(F)cccc3Cl)c2)C1 (configuration not stated)	2	0.0
Cc1c2cnn(CC(=O)N3CCOCC3)c(=O)c2c(C)n1Cc1ccccc1F	7	-0.6
CC(C)(C)c1cc(NCCCn2ccnc2)n2ncc(-c3ccc(Cl)cc3)c2n1	6	1.2
CCOc1ccc(C(C)NC(=O)c2ccc3c(c2)NC(=O)C(C)S3)cc1OCC (configuration not stated)	0	x
COc1ccc(N2C(=O)CNC2=S)cc1	24	0.1
COc1cc(/C=N/NC(=O)c2cnccn2)ccc1O	28	0.0
Cc1cc(NC(=O)c2cccc(Cl)c2)n[nH]1	7	4.8
O=C(c1ccco1)N1CCN(Cc2ccccc2Br)CC1	14	-0.2
Cc1ccc(NCc2nnc(SCC(=O)c3ccccc3)n2Cc2ccco2)c(C)c1	23	-1.9

Rewritten with two lines to a compound: 4 of the compounds above.
Sequence of screens – OX1R antag | STK33 kinase inh
Cc1sc2ncn(CC(=O)OC(C)C(=O)NC(C)(C)C)c(=O)c2c1C (configuration not stated)
→ 22 | -0.3
CCSc1nc2ccccc2c(=O)n1OCC(=O)OC
→ 3 | 1.9
O=[N+]([O-])c1cccnc1SCc1c(F)cccc1Cl
→ 24 | -0.6
COc1cccc(C2C(C(=O)Nc3ccc(C)cc3C)=C(C)Nc3ncnn32)c1OC (configuration not stated)
→ 7 | 0.1

Following part
smiles	OX1R antag	STK33 kinase inh
C=CCNC(=O)C(=O)NCC1CCCN1S(=O)(=O)c1cccs1 (configuration not stated)	2	-1.1
CCC(c1nnnn1C(C)(C)C)N1CCN(c2cc(Cl)ccc2C)CC1 (configuration not stated)	-1	-0.8
COc1cc(C(=O)NNC(=O)c2cc(C)[nH]n2)cc(OC)c1OC	17	-0.3
NC(=O)CC(NC(=O)c1cccc(Br)c1)c1ccc(N2CCCCCC2)c([N+](=O)[O-])c1 (configuration not stated)	3	-1.5
CCOc1ccc(CNC(=O)CCC(=O)n2ncc3ccc(Cl)cc32)cc1	0	-0.5
Cc1cc2ncc(C(=O)Nc3ccsc3C(=O)O)c(C)n2n1	21	-3.2
Cc1ccc(CNS(=O)(=O)N(C)C)cc1	20	-2.1
CCOC(=O)C1CCN(C(=O)CCc2c(C)nc3ncnn3c2C)CC1	4	-0.9
CCN1CCc2c(sc(NC(=O)c3ccc(S(=O)(=O)N4CC(C)OC(C)C4)cc3)c2C(N)=O)C1 (configuration not stated)	23	1.8
Cc1c(-n2c(CN3C(=O)c4ccccc4C3=O)nc3ccccc3c2=O)c(=O)n(-c2ccccc2)n1C	14	-1.1
COc1ccc(S(=O)(=O)Nc2ccc(S(=O)(=O)Nc3cc(C)nc(C)n3)cc2)cc1OC	3	-0.4
O=C(NCCc1c[nH]c2ccccc12)C(=O)NCC1OCCN1S(=O)(=O)c1cc(F)ccc1F (configuration not stated)	19	-1.8
COc1cccc(CNC(=O)c2nnn(CC(=O)Nc3cccc(C)c3)c2N)c1	4	-0.5
COc1ccc(-c2ccccc2)cc1NC(=O)c1ccncc1	46	-0.2
COC(CNC(=O)c1ccc2c(=O)n(Cc3ccc4c(c3)OCO4)c(=S)[nH]c2c1)OC	x	-0.9
O=C(Nc1ccc(Cl)cc1C(=O)NCC1CCCO1)c1ccco1 (configuration not stated)	32	0.1
COCCn1c(=O)c2cc3c(=O)n(CCOC)c(=O)c3cc2c1=O	31	-0.2
Cc1cccnc1NC(=O)Nc1cccc(Cl)c1	9	-3.9
COc1ccccc1N(CC(=O)N/N=C/c1ccccc1C(=O)O)S(C)(=O)=O	6	-1.5
O=C(CN1CCCCC1)Nc1ccc(Br)cc1[N+](=O)[O-]	18	-1.3
COc1ccc(N2CCN(C(C)=C3C(=O)c4ccccc4C3=O)CC2)cc1	34	0.3
Cc1ccccc1-c1coc2cc(O)ccc2c1=O	14	0.7
COC(=O)[C@@]1(Cc2ccc(F)cc2)[C@H]2c3cc(C(=O)N(C)C)n(CCSCCO)c3C[C@H]2CN1C(=O)c1ccccc1	29	0.0
COC(=O)c1ccc(C)c(NS(=O)(=O)c2ccc3c(c2)OCCO3)c1	8	-0.3
COC(=O)c1ccc(CSc2nnc(NC(=O)C3CCCO3)s2)cc1 (configuration not stated)	16	-1.3
O=C(COC(=O)c1cccc(Cl)c1Cl)NCc1cccs1	3	-1.3
c1ccc(Cn2cc(CNc3ccccc3)nn2)cc1	29	-0.2
O=c1c2c(ncn1CCO)nc1n2CCC1	5	-1.8
CCn1c(SCC(=O)N(C)CCC#N)nc2cc(S(=O)(=O)N3CCOCC3)ccc21	18	-3.4
Cc1ccc(C(=O)O/N=C(\N)c2ccccn2)cc1	22	25
O=C(CCCCCNC(=O)c1ccccc1)C[N+](=O)[O-]	20	-0.2
Nc1ccccc1-n1c(=O)n(Cc2ccccc2F)c(=O)c2[nH]cnc21	3	-0.6
O=C(CN1CCN(c2ccc(O)cc2)CC1)Nc1ccc(-c2ccccc2)cc1	28	-0.1
OCCC1CN(Cc2nc3c(s2)CCCC3)CCN1CCc1ccccc1 (configuration not stated)	5	-0.6
CC(C)NC(=O)c1cc2cc([N+](=O)[O-])ccc2s1	46	-0.1
CC(=O)c1ccc(S(=O)(=O)NCCC(=O)N2CCN(c3ccccn3)CC2)cc1	3	0.1
CCCOc1ccc(Cn2c(O)cc(=O)[nH]c2=O)cc1	7	1.8
Nc1ccccc1S(N)(=O)=O	21	-0.3
CC(C)n1cc(/C=C2/SC(=O)N(CC(=O)N3CCCC3)C2=O)c2ccccc21	7	-0.4
C=CCOc1cccc(C(=O)N2CCCC(Nc3ccc(F)cc3)C2)c1 (configuration not stated)	26	-2.9

Screening results deposited in PubChem BioAssay by several laboratories.
